# Compound activity (PubChem BioAssay)
# F508del corr: correctors of CFTR F508del function in bronchial epithelial cells | CFBE cells, YFP halide quenching; stimulated with forskolin plus potentiator P3; % fluorescence drop versus neutral controls | AID 720511 | activity (quench increase), % at 7.58 µM | 0.36% of 350,000 active;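 active = mean added fluorescence quench of at least 8% versus neutral control, with both replicates also reaching 8%; inconclusive = only one of the mean or replicate conditions met; inactive = mean below 8% and not both replicates reaching 8%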;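 also: cells transiently co-express mutant CFTR-F508del with the halide-sensitive YFP; corrector assay measuring rescue of mutant channel to the surface after 24 h compound exposure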
# E-selectin induc: E-selectin induction on HUVECs; P16581; HUVEC E-selectin immunofluorescence imaging; normalized: neutral wells 0, TNF-alpha wells 100; activation, % at 7.58 µM; 0.37% of 260,000 active; AID 686992;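 active = mean E-selectin-positive cell signal at least 10% of the positive control, reached in at least 60% of replicates, without over 20% cell loss; inconclusive = no rule given, readout overlaps actives, possibly toxicity-flagged; inactive = the rest, including those meeting only one limit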;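 also: in these data hits start at about 27%; measured in HUVEC primary endothelial cells; signal is the percent of cells scored E-selectin positive by PE staining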
# Target sequence (P16581 whole entry, looked up): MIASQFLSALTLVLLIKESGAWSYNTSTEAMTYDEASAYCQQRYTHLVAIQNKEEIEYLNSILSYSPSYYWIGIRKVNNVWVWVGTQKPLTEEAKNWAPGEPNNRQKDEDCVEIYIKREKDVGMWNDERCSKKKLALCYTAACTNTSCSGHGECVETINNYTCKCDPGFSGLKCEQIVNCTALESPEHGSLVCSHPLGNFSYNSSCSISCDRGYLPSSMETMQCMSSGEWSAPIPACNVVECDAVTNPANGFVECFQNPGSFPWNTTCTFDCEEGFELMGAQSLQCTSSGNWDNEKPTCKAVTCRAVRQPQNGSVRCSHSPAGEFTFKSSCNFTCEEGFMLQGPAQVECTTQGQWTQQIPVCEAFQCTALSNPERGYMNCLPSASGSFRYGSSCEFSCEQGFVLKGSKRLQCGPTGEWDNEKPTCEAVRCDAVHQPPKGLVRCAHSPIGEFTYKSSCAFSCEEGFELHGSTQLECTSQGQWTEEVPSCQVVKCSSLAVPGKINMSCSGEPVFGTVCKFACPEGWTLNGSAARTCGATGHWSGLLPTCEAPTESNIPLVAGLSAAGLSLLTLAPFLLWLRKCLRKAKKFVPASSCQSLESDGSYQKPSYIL
#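 material = human umbilical vein endothelial cells (HUVEC), E-selectin induction | quantity = 3,000 cells/well | medium = EGM-2 growth medium on 0.1% gelatin-coated wells | technique = immunofluorescence imaging | read-out basis = % PE-positive cells | control set = TNF-alpha positive control, DMSO neutral control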
# INS-1E GSIS act: primary screen for activators of insulin secretion dependent on glucose, INS-1E cells, GLuc reporter luminescence. INS-1E GLuc reporter insulin secretion, 2-3 h. activation, % at 16.6 µM. 0.61% of 370,000 active;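 active = lowest replicate activation of at least 40%, so every replicate reaches that level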;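 also: 0% = median of neutral control wells and 100% = median of IBMX positive control wells; some compounds called inactive have numbers as strong as hits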
# DENV2 CPE rescue: inhibitors of DENV2 cytopathic effect. DENV2-infected cells, cytopathic effect rescue, plate reader. CPE inhibition, % at 9.99 µM. 1.7% of 350,000 active; in the data active = CPE inhibition above about 20%, passing the limit was not always enough; inconclusive = no clear call, values can overlap the other calls; tested in BHK-21 cells;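 also: 0% = median of neutral control wells and 100% = median of positive control wells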
# CASP6 VEID inh: caspase-6 (human) enzyme inhibition; P55212; purified caspase-6, Z-VEID-R110 cleavage fluorescence; inhibition, % at 12.5 µM; 0.53% of 350,000 active; AID 686996;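 active = mean inhibition across replicates at least about 35%, with every replicate also reaching that limit, limit read from the data; inconclusive = only one of the two criteria met; inactive = neither criterion met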;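 also: 0% = median of neutral control wells and 100% = no fluorescence left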
# RAD52 inh: RAD52 (human) annealing inhibition; P43351; recombinant RAD52 DNA annealing, FRET fluorescence; inhibition, % at 18.7 µM; 0.46% of 360,000 active;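 active = every replicate showing at least 50% inhibition; inconclusive = mean inhibition at least 50% but not in every replicate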
# Target sequence (P43351 whole entry, looked up): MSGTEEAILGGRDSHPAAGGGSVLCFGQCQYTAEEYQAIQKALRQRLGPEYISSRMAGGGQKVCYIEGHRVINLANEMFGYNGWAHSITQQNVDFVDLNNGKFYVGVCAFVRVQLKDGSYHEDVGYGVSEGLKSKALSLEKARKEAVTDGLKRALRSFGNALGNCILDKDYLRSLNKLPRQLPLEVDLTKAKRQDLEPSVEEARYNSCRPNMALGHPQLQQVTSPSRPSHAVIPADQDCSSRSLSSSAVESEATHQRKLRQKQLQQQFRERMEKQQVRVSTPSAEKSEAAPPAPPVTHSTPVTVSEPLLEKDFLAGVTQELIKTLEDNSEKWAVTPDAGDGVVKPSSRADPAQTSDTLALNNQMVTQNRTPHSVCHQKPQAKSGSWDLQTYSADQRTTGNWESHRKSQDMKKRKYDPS
# Xi reactivation: reactivates the inactive X chromosome in mouse fibroblasts | XiGFP mouse fibroblasts, % GFP-positive cells imaging, 3 d; cells co-treated with 5-aza-dC sensitizer; scaled so ellipticine positive control = 100% | activation, % at 7.58 µM | 0.055% of 360,000 active;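 active = mean normalized replicate activation at least 10% and every replicate at or above 10%; inconclusive = only one of the two criteria met; inactive = mean below 10% and not all replicates reach 10%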;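 also: 0% = median of on-plate neutral control wells and 100% = ellipticine 6 µM median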
#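 Assay system – SV40-immortalized XiGFP fibroblast cells, line 68-5-11 · Buffer or medium – DMEM supplemented with 5-aza-dC as sensitizing agent · Dosing – one concentration, pinned · Benchmarks – positive control ellipticine, 6 µM final · Times – 3 days compound exposure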
# RAD54 branch: blocks human RAD54 Holliday junction branch migration; 0.14% of 360,000 active; AID 602329; FAM/BHQ fluorescence; inhibition, % at 10.4 µM; Q92698;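 active = mean normalized replicate activity at least 40 and at least half of replicates scoring 40 or more; inconclusive = only one of the two criteria met; inactive = mean below 40 and under half of replicates reaching 40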;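 also: 0% = median of neutral control wells and 100% = median of positive control wells; inhibitors cause a drop in the FAM fluorescence signal; in these data hits start at about 50%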
# * hit, by the source's call; ? = inconclusive; . = not tested or not shown; & = joins results of further samples.
# The opening 11 entries, ahead of the listing:
SMILES,F508del corr,E-selectin induc,INS-1E GSIS act,DENV2 CPE rescue,CASP6 VEID inh,RAD52 inh,Xi reactivation,RAD54 branch
O=C(c1ccc2nc(Cc3cccc(Cl)c3)oc2c1)N1CCC[C@H]1CO,-3.2,.,-6,2,-1,-4,0.2,7
COCCNC(=O)C1(C)CCN(C(=O)c2cc(-c3ccccc3)cs2)C1 (centres undefined),-1.6,.,2,7,0,-10,-0.1,2
O=[N+]([O-])c1ccc(-n2nncc2-c2ccc(Cl)cc2)cc1,-0.5,.,28,2,2,-17,.,8
CCOC(=O)CC1C(=O)NCCN1Cc1ccc(OC)c(OC)c1 (centres undefined),-2.1,.,3,-4,1,0,-0.1,.
C[C@@H]1CN([C@H](C)CO)C(=O)c2cc(NC(=O)Cc3ccccc3)ccc2O[C@@H]1CN(C)C(=O)Nc1ccccc1,-2.8,0.1,3,-1,-1,6,0.0,7
O=S1(=O)CC(N2CC=CC2)CN1Cc1ccccc1 (centres undefined),3.6,-0.1,0,0,-1,-4,0.2,-9
COc1ccccc1CNC(=O)c1ccccc1N(C)S(C)(=O)=O,1.5,.,-1,3,-1,-2,.,22
Cc1ccc(NC(=O)CSc2nncn2-c2ccccn2)cc1Cl,-1.1,.,-4,0,2,-2,0.0,12
CN(c1ccccc1)c1cc(=O)[nH]c(=O)[nH]1,.,.,.,-5,4,-2,0.0,.
CNC[C@H]1OCCCC[C@@H](C)Oc2ccc(NC(=O)CCC(F)(F)F)cc2C(=O)N([C@H](C)CO)C[C@@H]1C,-0.9,-0.2,4,-1,-1,-10,-0.3,2
COc1ccc(C2=Nc3ccccc3N(C(=O)c3ccc(C)cc3)C2C(=O)NCc2ccccc2)cc1 (centres undefined),-5.8,2.7,0,-4,-2,-30,0.0,.

# This part in full, from the start:
SMILES,F508del corr,E-selectin induc,INS-1E GSIS act,DENV2 CPE rescue,CASP6 VEID inh,RAD52 inh,Xi reactivation,RAD54 branch
O=C(c1ccc2nc(Cc3cccc(Cl)c3)oc2c1)N1CCC[C@H]1CO,-3.2,.,-6,2,-1,-4,0.2,7
COCCNC(=O)C1(C)CCN(C(=O)c2cc(-c3ccccc3)cs2)C1 (centres undefined),-1.6,.,2,7,0,-10,-0.1,2
O=[N+]([O-])c1ccc(-n2nncc2-c2ccc(Cl)cc2)cc1,-0.5,.,28,2,2,-17,.,8
CCOC(=O)CC1C(=O)NCCN1Cc1ccc(OC)c(OC)c1 (centres undefined),-2.1,.,3,-4,1,0,-0.1,.
C[C@@H]1CN([C@H](C)CO)C(=O)c2cc(NC(=O)Cc3ccccc3)ccc2O[C@@H]1CN(C)C(=O)Nc1ccccc1,-2.8,0.1,3,-1,-1,6,0.0,7
O=S1(=O)CC(N2CC=CC2)CN1Cc1ccccc1 (centres undefined),3.6,-0.1,0,0,-1,-4,0.2,-9
COc1ccccc1CNC(=O)c1ccccc1N(C)S(C)(=O)=O,1.5,.,-1,3,-1,-2,.,22
Cc1ccc(NC(=O)CSc2nncn2-c2ccccn2)cc1Cl,-1.1,.,-4,0,2,-2,0.0,12
CN(c1ccccc1)c1cc(=O)[nH]c(=O)[nH]1,.,.,.,-5,4,-2,0.0,.
CNC[C@H]1OCCCC[C@@H](C)Oc2ccc(NC(=O)CCC(F)(F)F)cc2C(=O)N([C@H](C)CO)C[C@@H]1C,-0.9,-0.2,4,-1,-1,-10,-0.3,2
COc1ccc(C2=Nc3ccccc3N(C(=O)c3ccc(C)cc3)C2C(=O)NCc2ccccc2)cc1 (centres undefined),-5.8,2.7,0,-4,-2,-30,0.0,.
COc1cc(/C=C/C(=O)O)cc(S(=O)(=O)Nc2cccc(S(=O)(=O)N3CCOCC3)c2)c1OC,-0.6,-0.8,5,-2,1,-17,-0.1,3
Cc1csc(C(=O)NCC(=O)NNC(=O)c2cccc(Cl)c2)c1,1.9,-0.4,-15,16,-11,-13,0.1,0
CCc1ccc(C(=O)NNC(=O)c2ccc(=O)n(C)n2)cc1,-0.8,-0.1,6,-7,-3,-14,0.3,3
COc1ccc(Cl)cc1S(=O)(=O)N1CCN(C)CC1,-0.1,0.1,12,1,1,-18,0.3,9
O=C(O)CCCn1cc(NC(=O)COc2ccccc2[N+](=O)[O-])cn1,-0.9,.,5,-4,1,1,0.0,.
O=C(CN1CCN(c2ccccc2F)CC1)N1CCc2ccccc21,1.2,.,33,0,11,-13,0.0,1
COc1cc(/C=C/C(=O)NCC2CCCCC2)cc(OC)c1OC,0.2,.,3,-1,9,-4,.,12
O=C(NCCc1csc(-c2cccnc2)n1)c1ccccc1Br,0.9,0.7,21,-1,1,-15,0.0,3
O=C(N/N=C/c1cccn1-c1ccccc1)c1ccncc1,2.5,.,2,.,-10,-11,-1.1,.
CCOC(=O)C1=C(C)N(C)C(=S)NC1c1ccc(Cl)cc1 (centres undefined),.,0.4,5,-1,-1,-9,0.1,-8
CC(=O)Nc1ccc(NC(=S)NC(=O)c2ccc([N+](=O)[O-])c(C)c2)cc1,.,-0.2,7,-4,0,-15,0.4,.
C[C@H]1CN([C@@H](C)CO)C(=O)c2cc(-c3cccnc3)cnc2O[C@@H]1CN(C)S(C)(=O)=O,0.3,-0.1,16,-10,3,3,0.1,-6
CSCCNC(=O)c1ccc2nc(Cc3ccccc3F)oc2c1,-4.6,.,.,15,-2,-3,-0.1,2
CCS(=O)(=O)N[C@@H]1C=C[C@H](CC(=O)NCc2ccccn2)O[C@@H]1CO,1.9,-0.3,-3,10,9,-7,0.0,.
NNC(=O)c1sc(-c2ccc(Cl)cc2)cc1N,3.5,.,20,.,0,-14,19*,14
O=C1c2cc(O)c(O)cc2S(=O)(=O)C1c1ccccc1 (centres undefined),-1.9,-0.1,-12,6,.,-7,0.0,-21
COc1ccc(NC(=O)N(C)C[C@@H]2Oc3ccc(NC(=O)c4ccncc4)cc3C(=O)N([C@H](C)CO)C[C@H]2C)cc1,0.3,-8.3,8,15,0,-5,0.0,-5
OC[C@@H]1[C@@H](c2ccc(/C=C/c3ccccc3)cc2)[C@@H]2CN(Cc3cncnc3)CCCCN12,-1.4,0.3,5,.,-1,-35,0.1,2
CCN(CC)C(=O)Cn1cc(C(=O)C(=O)N2CCN(c3ccc([N+](=O)[O-])cc3)CC2)c2ccccc21,4.9,.,-21,1,6,-27,0.4,5
Cn1c(N)c(C(=O)COC(=O)c2ccc(Cl)c(S(=O)(=O)N3CCCC3)c2)c(=O)n(C)c1=O,0.2,.,21,16,3,-1,-0.1,-3
CC(C)Cc1ccc(CN2CCCC(NC(=O)c3ccoc3)C2)cc1 (centres undefined),-2.8,.,-33,1,-3,-8,0.0,-4
C[C@H](CO)N1C[C@H](C)[C@H](CN(C)C(=O)C2CCC2)Oc2ncc(C#CCc3ccccc3)cc2C1=O,-1.2,0.5,-6,-7,-2,-15,-0.1,.
Cc1ccc(S(=O)(=O)N(C)C[C@H]2Oc3ccc(NC(=O)C4CCCCC4)cc3CC(=O)N([C@H](C)CO)C[C@H]2C)cc1,-1.8,1.6,-11,-5,-3,2,-0.2,4
CC(=O)/C(N=Nc1cc2c(c([N+](=O)[O-])c1C)C(C)(C)CC2(C)C)=C(\C)O,-1.6,.,.,0,-2,-16,0.0,-3
O=C(OCC(=O)N(Cc1ccccc1)C1CCS(=O)(=O)C1)c1cc2c(s1)CCCC2 (centres undefined),.,-0.2,.,.,2,4,0.6,.
CN(C)C(=O)C[C@@H]1CC[C@H]2[C@H](COc3ccc(NC(=O)c4ccc(F)cc4)cc3C(=O)N2C)O1,.,-0.1,-5,1,0,4,0.4,6
C=CCN(CC=C)Cc1cc(=O)n2c(-c3ccccc3)csc2n1,-0.7,0.0,1,6,3,-36,0.2,-4
CSc1cccc(NC(=S)N(CCCN2CCC(C)CC2)Cc2cccs2)c1,0.5,1.6,-3,0,-2,-50,0.0,-1
CCOC(=O)C1=C(C)NC(=O)NC1/C(C)=C/c1ccccc1 (centres undefined),-2.2,.,-6,.,-6,-2,.,-4
O=C(CCN1CCOCC1)NNC(=S)NC(=O)c1ccc(Br)cc1,-3.1,1.7,0,-3,-1,-18,0.2,.
CCOc1ccccc1NC(=O)CCS(=O)(=O)c1cccc2nsnc12,-0.2,.,1,-1,0,-26,0.0,-2
CCC(=O)Nc1ccc2c(c1)OC[C@@H](C)N(Cc1ccccc1F)C[C@@H](C)[C@H](OC)CN(C)C2=O,.,0.0,-11,-6,1,2,0.0,-11
C[C@H](CO)N1C[C@H](C)[C@@H](CN(C)C(=O)Nc2ccccc2)Oc2ccc(NS(C)(=O)=O)cc2C1=O,0.8,.,-7,1,0,18,-0.1,-5
CNc1ccc(/C=C\CCCO)cn1,-2.0,0.1,8,5,-5,-14,0.0,11
O=C(O)c1cc(-c2cccc3ccccc23)nc2ccccc12,-0.7,.,-9,-1,0,-20,0.0,-25
C[C@@H]1CN([C@@H](C)CO)C(=O)c2cc(NS(C)(=O)=O)ccc2O[C@@H]1CN(C)C(=O)Nc1ccc(C(F)(F)F)cc1,-2.4,-3.9,20,-9,-3,15,0.0,2
COc1ccc(-n2cc(C(=O)c3cc(Cl)ccc3O)cc(C#N)c2=O)cc1,-0.2,.,-7,-5,3,-34,0.0,.
CC(C)N1CCC1(C)C(=O)Nc1cc(-c2ccccc2)nn1C (centres undefined),-3.5,6.9,-5,4,-5,-11,-0.1,6
COc1ccc(C)cc1Nc1n[n+](-c2ccccc2)c(-c2cccc(Cl)c2Cl)s1,1.6,0.0,0,.,.,.,0.0,2
COc1ccc(NC(=O)Nc2ccc3c(c2)C(=O)N([C@H](C)CO)C[C@H](C)[C@@H](CN(C)CC2CC2)OCCCC[C@H](C)O3)cc1,-2.9,-0.1,3,-2,2,-4,0.4,0
N#Cc1cc([N+](=O)[O-])ccc1NC(=O)COC(=O)c1cnccn1,2.6,-0.2,-2,-3,3,-9,-0.1,.
O=C(Nc1cccc(Cl)c1)C1CCCN(C2=NS(=O)(=O)c3ccccc32)C1 (centres undefined),-0.1,0.2,-19,-12,1,-6,0.1,.
C[C@H](CO)N1C[C@H](C)[C@H](CN(C)S(=O)(=O)c2ccc(C#N)cc2)OCc2cnnn2CCCC1=O,-3.7&1.5,1.1&0.0,-3&-1,?,1&2,2&3,-0.3&-0.2,-14
